Compound activity: PubChem, several laboratories
EBV gp42 inh: blocks Epstein-Barr virus glycoprotein 42 binding; actives 0.42% (n = 220,000); Q1HVG2; Fluorescence polarization binding assay, mP read-out; inhibition, % (tested at 21.74 µM); AID 1085; in the data active means inhibition above about 50%
Target sequence (Q1HVG2 whole entry, looked up): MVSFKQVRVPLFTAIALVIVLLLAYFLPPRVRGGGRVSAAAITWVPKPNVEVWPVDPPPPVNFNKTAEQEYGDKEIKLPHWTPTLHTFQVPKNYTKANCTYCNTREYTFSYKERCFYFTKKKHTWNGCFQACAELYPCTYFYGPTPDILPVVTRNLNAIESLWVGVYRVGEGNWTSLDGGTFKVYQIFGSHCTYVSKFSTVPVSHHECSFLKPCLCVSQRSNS
Furin inh: blocks human furin protease activity; purified furin, fluorogenic substrate cleavage; P09958; inhibition, % at 30 µM; AID 463115; actives 0.061% (n = 220,000); in the data active means inhibition above about 25%; further: inactives centre near -15
Target sequence (P09958 108-714 limits assumed): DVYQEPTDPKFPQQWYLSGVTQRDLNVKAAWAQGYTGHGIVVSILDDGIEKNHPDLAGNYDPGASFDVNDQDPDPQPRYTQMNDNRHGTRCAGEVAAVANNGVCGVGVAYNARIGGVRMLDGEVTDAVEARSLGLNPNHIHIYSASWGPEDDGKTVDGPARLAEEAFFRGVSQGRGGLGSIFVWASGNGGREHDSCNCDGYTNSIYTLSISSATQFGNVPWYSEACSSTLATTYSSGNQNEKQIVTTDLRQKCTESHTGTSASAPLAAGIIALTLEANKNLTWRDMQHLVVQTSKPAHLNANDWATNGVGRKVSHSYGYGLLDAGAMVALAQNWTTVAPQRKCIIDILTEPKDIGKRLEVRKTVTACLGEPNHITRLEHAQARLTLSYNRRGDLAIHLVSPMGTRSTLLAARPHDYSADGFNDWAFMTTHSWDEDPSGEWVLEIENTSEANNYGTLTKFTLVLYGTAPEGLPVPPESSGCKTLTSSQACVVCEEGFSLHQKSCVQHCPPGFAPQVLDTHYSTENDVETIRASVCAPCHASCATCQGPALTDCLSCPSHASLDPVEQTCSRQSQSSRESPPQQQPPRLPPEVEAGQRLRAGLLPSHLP
Runt-CBFb FRET: Runt domain-CBFb interaction inhibition; inhibition, % at 20 µM; AID 1496; actives 0.46% (n = 220,000); Cerulean-Runt/Venus-CBFb FRET ratio 530/480, 1 h;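 active means inhibition over about 50% at 20 µM in the single-dose screen, limit read from the data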;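 further: 0% = DMSO wells and 100% = excess unlabeled CBFb competitor control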
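test system = Cerulean-Runt domain fusion protein, energy donor | probe or stimulus = Venus-CBFb binding partner, 100 nM | incubation = two 1 h room-temperature incubations shielded from light | detection = fluorescence energy transfer, 422 nm excitation, 530/480 nm emission | measure = loss of energy transfer signal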
Tb hexokinase: blocks Trypanosoma brucei hexokinase 1 activity; recombinant TbHK1, G6PDH-coupled NADH A340; inhibition, % at 10 µM; actives 0.11% (n = 220,000); AID 1430;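 active means inhibition of 50% or more in the single-dose primary screen; inactive means inhibition below 50%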
p47phox inh: inhibitors of human p47phox binding; p47phox/p22phox peptide binding, fluorescence polarization, 2 h; P14598; actives 0.53% (n = 220,000); AID 1274; inhibition, % at 24.7 µM;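 active means inhibition above about 30%, limit read from the data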;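 further: 0% = p47phox with labelled peptide and 100% = labelled peptide alone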
m-calpain inh: calpain II (pig) inhibition; purified calpain II, fluorogenic peptide substrate, 30 min; inhibition, % at 16 µM; actives 0.37% (n = 220,000);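 active means inhibition above about 50%, limit read from the data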
Runt-SMMHC FRET: inhibitors of human RUNX1 Runt domain binding to CBFb-SMMHC | actives 0.74% (n = 220,000) | AID 1434 | inhibition, % at 20 µM | Cerulean-Runt/Venus-CBFb-SMMHC FRET ratio 530/480, 1 h;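 active means mean inhibition across duplicate retests at 20 µM reaching about 50%, limit read from the data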;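 further: 0% = DMSO wells and 100% = wells with excess untagged CBFb-SMMHC; inhibitors lower the FRET ratio by blocking Runt binding to CBFb-SMMHC; some results filed as inactive read as strong as hits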
RBBP9 inhibitor: inhibitors of human serine hydrolase RBBP9 | O75884 | recombinant RBBP9, FP-Rh probe fluorescence polarization | inhibition, % at 7.94 µM | actives 0.2% (n = 220,000) | AID 1515;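 active means inhibition above the campaign mean of all tested compounds plus 3 SD, cut at about 14% in these data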;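 further: plate controls were DMSO wells with RBBP9 for no effect and wells lacking RBBP9 protein for full effect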
Target sequence (O75884 whole entry, looked up): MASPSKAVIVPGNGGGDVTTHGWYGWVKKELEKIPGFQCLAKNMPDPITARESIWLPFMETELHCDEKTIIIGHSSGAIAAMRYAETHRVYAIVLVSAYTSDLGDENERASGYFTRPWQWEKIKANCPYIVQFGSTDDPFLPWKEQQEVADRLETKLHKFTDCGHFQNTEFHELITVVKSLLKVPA
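Measured by – fluorescence polarization · Test system – RBBP9 protein · Input – 2.5 µM RBBP9 dispensing solution, before mixing · Measure – percent inhibition from mP, scaled between DMSO and no-protein wells · Benchmarks – DMSO-treated enzyme wells and wells lacking RBBP9 · Times – preincubation 30 min plus labeling 45 min at 25 °C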
p97 ATPase inh: blocks human p97 ATPase activity | recombinant p97 ATPase, Kinase-Glo ATP luminescence, 3 h | inhibition, % at 8 µM | actives 0.42% (n = 220,000); in the data active means inhibition above about 15%;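 further: 0% = DMSO vehicle and 100% = wells lacking enzyme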
* hit, by the source's call; . = no result given; [ ] = another dose, or the depositor's remark.

SMILES	EBV gp42 inh	Furin inh	Runt-CBFb FRET	Tb hexokinase	p47phox inh	m-calpain inh	Runt-SMMHC FRET	RBBP9 inhibitor	p97 ATPase inh
O=C(/C=C\Nc1ccc(Br)cc1)c1cccnc1	-8	-12	2	-12	-5	3	9	-8	8
O=C(CC(=O)N/N=C/c1ccccc1O)NCc1cccnc1	1	-7	3	-6	-4	-234	2	-9	1
O=C(NCc1ccc2c(c1)OCO2)C1CCN(S(=O)(=O)N2CCCCC2)CC1	14	-11	-3	-5	-10	-9	1	-8	-1
COc1ccc(C(=O)CN2CC(C)SC2=Nc2ccc(Cl)cc2)cc1 (stereo not drawn)	-15	-17	8	-6	-7	11	-1	-5	2
CC(C)(C)N=C1NC(=NC(C)(C)C)c2ccccc21	-7	-24[20 µM]	-1	-7	0	-20	-3	-10	-5
O=C(Nc1ccc(F)cc1)c1ccc2nsnc2c1	-9	-20	0	-19	7	19	-1	-5	-5
CC/C(=N\NC(=O)c1ccc2c(c1)OCO2)C12CC3CC(CC(C3)C1)C2	-8	-8[20 µM]	-1	2	-6	-10	2	1	-3
CC(OC(=O)c1ccccc1Oc1ccccc1)C(=O)NC1CC1 (stereo not drawn)	-21	-35	-2	-4	-9	-16	2	1	1
NC(=O)C1CCN(C2CC(=O)NC2=O)CC1 (stereo not drawn)	-11	-31	0	-3	-3	-2	0	-7	7
O=C(c1cc2nc(C3CC3)cc(C(F)(F)F)n2n1)N1CCCC1	-9	-10[20 µM]	-2	-1	-3	-35	-2	-4	1

5 of the entries above in order of their number in p47phox inh, falling:
SMILES	EBV gp42 inh	Furin inh	Runt-CBFb FRET	Tb hexokinase	p47phox inh	m-calpain inh	Runt-SMMHC FRET	RBBP9 inhibitor	p97 ATPase inh
O=C(Nc1ccc(F)cc1)c1ccc2nsnc2c1	-9	-20	0	-19	7	19	-1	-5	-5
O=C(CC(=O)N/N=C/c1ccccc1O)NCc1cccnc1	1	-7	3	-6	-4	-234	2	-9	1
O=C(/C=C\Nc1ccc(Br)cc1)c1cccnc1	-8	-12	2	-12	-5	3	9	-8	8
CC/C(=N\NC(=O)c1ccc2c(c1)OCO2)C12CC3CC(CC(C3)C1)C2	-8	-8[20 µM]	-1	2	-6	-10	2	1	-3
COc1ccc(C(=O)CN2CC(C)SC2=Nc2ccc(Cl)cc2)cc1 (stereo not drawn)	-15	-17	8	-6	-7	11	-1	-5	2

Next part
SMILES	EBV gp42 inh	Furin inh	Runt-CBFb FRET	Tb hexokinase	p47phox inh	m-calpain inh	Runt-SMMHC FRET	RBBP9 inhibitor	p97 ATPase inh
CC(C)OC(=O)CSc1nnc(-c2ccc(Cl)cc2Cl)o1	-17	-21	-2	0	0	12	-3	-7	-8
COc1cc(OC)cc(C(=O)O/N=C(\N)c2ccncc2)c1	-5	-21	0	0	-6	2	-4	5	2
C/C(=N\NC(=O)c1c(Cl)c(C)nn1C)c1cccc(NC(=O)COc2ccc(Cl)cc2)c1	-22	-17[20 µM]	-1	-11	-5	22	-12	-7	4
Cc1cc(CNC(=O)CCc2nnc(CCCCc3ccccc3)o2)nn1C	-6	-10	0	-2	3	-31	0	-7	-1
O=C(/C=C/c1ccccc1)OCCCN=C1NS(=O)(=O)c2ccccc21	-9	-11	2	-3	26	-3	-2	-1	1
O=C(Cc1ncc(C(F)(F)F)cc1Cl)NC1CC1	-8	-20	1	0	-8	-26	1	-6	3
Cc1cc(=O)n(-c2ccc(O)cc2)[nH]1	3	-11	3	7	5	11	0	0	21*
O=C(Nc1ccccc1)Nc1cccc2nsnc12	5	-15	-11	-7	-11	3	-52	-7	-1
CCCNC(=O)CS(=O)(=O)Cc1nc(-c2cccc(OC)c2)oc1C	-1	-19	1	-3	-17	-12	4	-5	1
OC(COc1ccc(Cl)c2ccccc12)CN1CCN(c2ccccn2)CC1 (stereo not drawn)	6	-17	-4	-11	-17	-15	-3	-7	-2
CCn1nnnc1NCc1c(OC)ccc2ccccc12	3	-25	1	-1	5	-4	-1	-5	1
Cc1cc(C)n(CC(C)NCc2cn[nH]c2-c2ccc(C)c(C)c2)n1 (stereo not drawn)	-6	-18	0	4	-4	-7	1	-4	0
Cc1cncn1CCc1nc2c3ccccc3nc(=S)n2[nH]1	.	-20[20 µM]	.	-6	.	.	.	-4	1
O=c1cc(N2CCN(c3cccc(Cl)c3)CC2)[nH]c(=O)n1C1CCCCC1	-10	-20	-2	-12	-9	5	7	-6	3
Cc1nn(Cc2ccc(F)cc2)c(C)c1NC(=O)c1cnn2c1NC(c1cccs1)CC2C(F)(F)F (stereo not drawn)	-12	-14[20 µM]	-3	-13	-15	-33	-4	3	3
C=CCc1ccc(OCC(O)CN2CCCCC2C)c(OC)c1 (stereo not drawn)	-11	-11	-4	-8	-8	11	-5	-2	2
CCCCC1(Cc2ccc(OC)c([N+](=O)[O-])c2)C(=O)N(c2ccccc2)N(c2ccccc2)C1=O	-19	-21[20 µM]	-1	0	-12	6	-1	-5	-5
Cc1cc(C)n(-c2nc3c(c(=O)[nH]c(=O)n3C)n2Cc2cccc(Br)c2)n1	9	-12	0	24	-2	32	-5	-7	-3
COc1ccccc1Nc1nc(NCCO)nc(N)c1[N+](=O)[O-]	-3	-14	-2	-49	-11	-9	-2	-3	4
O=C(C/C=N\OCc1ccc([N+](=O)[O-])cc1)Nc1ccc(Br)cc1	15	-9	0	0	4	18	-1	-10	-3
CCOc1ccccc1-n1nnnc1SCC(=O)Nc1cc(C)on1	-13	-18	-3	3	-12	12	0	3	-1
NC(=O)c1cccnc1Nc1ccccc1Cl	-5	-12	-1	-11	-4	4	-1	-7	0
CN(C)S(=O)(=O)Nc1cc(Cl)cc(Cl)c1	4	-13	1	0	-2	-3	-1	-8	2
O=C(NC1(C(F)(F)F)NC(=O)N(Cc2ccco2)C1=O)c1cccnc1 (stereo not drawn)	-10	-16[20 µM]	3	3	-11	2	8	5	3
Cc1ccc(S(=O)(=O)NC2CCCCC2)c(C)c1NS(C)(=O)=O	-6	-20	0	-3	-8	7	0	-2	1
CSCc1ccc(C(=O)Nc2cccc(C)c2C)cc1	6	-2	-1	23	-4	-10	2	-7	-3
NC1=CC(=O)c2cccc3cccc1c23	.	1	16	-10	.	.	-9	-2	-3
COc1ccccc1N/C=C1/Sc2cc(Cl)ccc2NC1=O	-27	-7	-18	4	0	-49	-115	-4	-4
Fc1ccc(OCc2nc(-c3ccncc3)n[nH]2)cc1	2	-8	0	8	1	13	-1	2	-2
COc1ccc(OCCNS(=O)(=O)c2cccc([N+](=O)[O-])c2)cc1	0	-20	2	-3	-7	-7	1	-2	4
COc1cc2c(cc1OC)C(C(=O)Nc1cc(OC)c(OC)c(OC)c1)C(c1cccnc1)N(C)C2=O (stereo not drawn)	-10	-11	-1	-11	5	-11	2	6	5
COC(=O)CNC(c1ccccc1)c1cc(Br)ccc1NS(=O)(=O)c1ccc(C)cc1 (stereo not drawn)	5	-21	-1	11	-5	19	4	-11	1
O=C(NCCCN1CCCC1)c1cc2c(Cl)nc3ccccc3c2s1	8	-22	0	-1	22	-33	-2	1	2
COc1ccc(C(CC(=O)N2CCCCC2)c2c(OC)cc(OC)c3c(-c4ccccc4)cc(=O)oc23)cc1 (stereo not drawn)	34	-1	-4	-12	-10	-86	-2	.	.
COc1ccc(Cl)cc1NC(=O)C1CC(=O)N(c2ccc(F)cc2)C1 (stereo not drawn)	1	-16[20 µM]	1	6	-8	-5	-1	-8	4
O=C1CC(c2ccccc2Cl)C2=C(COC2=O)N1 (stereo not drawn)	-15	-15[20 µM]	0	3	-6	-10	-3	0	11
Cc1ccc(C(=O)N/C(=C/c2cccnc2)C(=O)O)cc1	-11	-12	-3	-5	-11	3	-3	1	1
CC(C)C(C)(C#N)NC(=O)CSc1nc(C2CCCCC2)n(-c2ccccc2)n1 (stereo not drawn)	-18	-1	-6	35	-4	9	3	0	-2
C/C(=N\Nc1cc(C)nc(NCc2ccccc2)n1)c1ccc([N+](=O)[O-])cc1	-12	-14	-1	-9	-11	-80	-2	-6	3
O=C(c1cc(-c2ccccc2O)on1)N1CCc2ccccc2C1	10	-10	3	17	-2	-12	0	-10	-2
CCn1c(C(=O)N2CCc3ccccc3C2)cc2oc3ccccc3c21	-4	-11[20 µM]	0	-4	0	22	-5	-9	0
CCC(C)c1ccc(NC(=O)C2CC2)cc1 (stereo not drawn)	-18	-12[20 µM]	-2	4	-5	0	-1	-8	0
COC(=O)c1sccc1NC(=S)N1CCN(c2ccccc2F)CC1	4	-16	2	-5	-9	4	2	-7	2
CCOC(=O)c1c(NC(=O)C2C3CCC(O3)C2C(=O)O)sc(C)c1-c1ccc(F)cc1 (stereo not drawn)	-13	-8[20 µM]	-4	-1	3	-11	-12	5	2
Cc1ccsc1C(C(=O)NC(C)(C)C)N(C(=O)c1csnn1)c1ccccc1 (stereo not drawn)	-14	-32	0	-1	-2	35	1	-7	5
CCc1cc2c(=O)c(-c3nc4ccccc4[nH]3)coc2c(CN2CCC(C)CC2)c1O	.	-12	.	-20	.	.	.	4	1
N/C(=N\OC(=O)Cc1ccc(-c2ccccc2)cc1)c1ccncc1	3	-13	-9	-5	3	19	-6	-3	2
CCC(=O)Nc1ccc(NC(=O)CSc2nc3cc4c(cc3cc2C)CCC4)cc1	-2	-18	-2	-1	11	-25	-12	-2	3
O=C1/C(=C\c2ccc([N+](=O)[O-])cc2)CCc2ccccc21	-2	-14	1	-4	-3	26	0	-8	-5
COCCCNC(=O)c1c(N)n(/N=C/c2ccccn2)c2nc3ccccc3nc12	.	-9	-1	-21	.	.	1	-5	-5
(next part)
SMILES	EBV gp42 inh	Furin inh	Runt-CBFb FRET	Tb hexokinase	p47phox inh	m-calpain inh	Runt-SMMHC FRET	RBBP9 inhibitor	p97 ATPase inh
CCCCNC(=S)NNC(=O)c1cccnc1	-8	-26[20 µM]	2	-14	-9	-10	2	-7	3
COc1ccc(CNC(=O)C2CSC(c3ccc(OC)cc3)N2C(C)=O)cc1 (stereo not drawn)	-7	-29	3	-1	3	14	1	0	3
COc1ccc(CC2(C)OC(c3ccccc3)=NN2C(C)=O)cc1 (stereo not drawn)	-21	-8	0	32	12	4	-2	2	3
COCCn1c(=O)[nH]c2cc(C(=O)N3CCN(c4ccccc4OC)CC3)ccc2c1=O	-14	-14[20 µM]	1	-8	-1	21	4	-8	5
COc1ccc(OC)c(N(CC(=O)Nc2ccc3c(c2)OCO3)S(=O)(=O)c2ccccc2)c1	0	-18[20 µM]	2	3	-4	-19	0	-6	2
COc1ccc(CN(CCC#N)C(=S)NC(=O)c2ccccc2)cc1	-2	8[20 µM]	-1	-8	-7	2	-3	-6	2
COc1ccc(C2C(C(=O)NCCN3CCOCC3)c3ccccc3C(=O)N2C)cc1OC (stereo not drawn)	4	-10	-2	1	-8	-28	3	-3	-3
Nc1nonc1C(=O)N/N=C/c1ccc(-c2cccc([N+](=O)[O-])c2)o1	-12	-8[20 µM]	9	-30	-20	9	1	-1	3
COc1ccc(NC(=O)C23CC4CC(C2)CC(n2cnc(Br)n2)(C4)C3)c(OC)c1	-3	-20[20 µM]	1	-4	-4	-40	3	-10	0

Random excerpt: two records from the list
SMILES	EBV gp42 inh	Furin inh	Runt-CBFb FRET	Tb hexokinase	p47phox inh	m-calpain inh	Runt-SMMHC FRET	RBBP9 inhibitor	p97 ATPase inh
COc1ccc(CC2(C)OC(c3ccccc3)=NN2C(C)=O)cc1 (stereo not drawn)	-21	-8	0	32	12	4	-2	2	3
CCCCNC(=S)NNC(=O)c1cccnc1	-8	-26[20 µM]	2	-14	-9	-10	2	-7	3
